Compound activity as filed in PubChem BioAssay.
P. falciparum M17LAP: P. falciparum M17LAP inhibitors, primary screen, biochemical, fluorogenic H-Leu-NHMec substrate, 1536-well (AID 1619); recombinant M17LAP, H-Leu-NHMec fluorogenic kinetic assay; higher % means a stronger effect; one-dose inhibition, % at 30 µM; IC50 in µM for titrated hits; 220,000 compounds, 0.38% hits;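 active = compound inhibiting the enzyme by more than half at any dose during confirmatory dose-response retesting; inconclusive = strong single-dose inhibitors picked by rank but not retested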;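 note: plate controls were full reaction with DMSO carrier for no effect and no enzyme background for full effect; strong numbers were not always called active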
XIAP antagonists: XIAP antagonists, biochemical, IAP family, fluorescence polarization (AID 1018); XIAP BIR domain, fluorescence polarization peptide displacement; higher % means a stronger effect; displacement, % at 20 µM, or IC50 in µM where a hit was titrated; 200,000 compounds, 0.007% hits; in the data active = displacement above about 50%; note: a part of the inactive calls stands beside numbers as strong as those of hits
LYP phosphatase: PTPN22 lymphoid phosphatase activity blockers – biochemical, fluorescence intensity, uHTS (AID 1779); 290,000 compounds, 0.054% hits; inhibition, % at 11.5 µM, or IC50 in µM where a hit was titrated; recombinant LYP phosphatase, fluorescence intensity; higher % means a stronger effect;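 note: plate controls were vehicle with enzyme for no effect and no enzyme for full effect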
SIAH1 antagonists: Siah-1 peptide-binding antagonists, primary screen, biochemical, fluorescence polarization, rhodamine-plectin, uHTS (AID 1817); Siah-1 / rhodamine-plectin peptide fluorescence polarization; higher % means a stronger effect; one-dose displacement, % at 20 µM; IC50 in µM for titrated hits; 290,000 compounds, 0.02% hits;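 active = displacement of at least 50% at 20 µM, with a fluorescence ratio check between 0.3 and a set limit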;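 note: plate controls were Siah plus tracer with DMSO for no effect and tracer alone without Siah for full effect; strong numbers were not always called active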
AID2073: inhibitors of Mint1-CaV2.2 protein interaction, biochemical, HTRF (AID 2073); inhibition, % at 20 µM, or IC50 in µM where a hit was titrated; HTRF protein-protein interaction, Mint1-CaV2.2; higher % means a stronger effect; 290,000 compounds, 0.19% hits; in the data active = inhibition mostly above about 51%, no sharp cut-off; inconclusive = no clear call, values can overlap the other calls; inactive = mostly below about 53%; note: some results filed as inactive read as strong as hits
PMI inhibition: human PMI inhibitors, high substrate, primary screen, biochemical, fluorescence intensity, high mannose 6-phosphate (AID 1220); recombinant PMI enzyme, coupled fluorescence intensity; higher % means a stronger effect; inhibition, % at 20 µM; hits with a dose series show IC50 in µM; 190,000 compounds, 0.66% hits
Dynein cargo inh: dynein cargo transport inhibition. 3617.4 mouse cells, GR-EGFP nuclear translocation imaging; test concentration mostly 20 µM; stimulated with dexamethasone, 1 µM; hits give low values. 220,000 compounds, 0.47% hits. z-score, hits read low;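 active = plate z-score of nuclear minus cytoplasmic receptor signal below a set negative limit, without overly bright fluorescence or cell loss, cut at about -3.5 in these data, passing the limit was not always enough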;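 note: z-score of nuclear minus cytoplasmic ring GR-EGFP intensity difference per well; some compounds called inactive have numbers as strong as hits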
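Buffer or medium: tet-free, stripped-serum medium; reagent: dexamethasone at 1.0 µM final, 30 min; incubation: 48 h induction, 1 h compound, 30 min dex at 37 °C; measured by: formaldehyde fixation, Hoechst nuclear stain, 10x automated fluorescence imaging; read-out: nuclear-to-cytoplasmic GR-EGFP distribution per well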
PMI inhibitors: MPI enzyme activity inhibition – biochemical, fluorescence intensity, coupled assay, primary screen (AID 1209); purified PMI enzyme, coupled fluorescence intensity; higher % means a stronger effect; one-dose inhibition, % at 20 µM; IC50 in µM for titrated hits; 190,000 compounds, 0.42% hits;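 note: plate controls were DMSO vehicle for no effect and wells lacking substrate for full effect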
M1AAP inhibition: P. falciparum M1AAP inhibitors, biochemical, fluorogenic H-Leu-NHMec substrate, 1536-well (AID 1445). one-dose inhibition, % at 30 µM; IC50 in µM for titrated hits. recombinant M1AAP, H-Leu-NHMec fluorogenic kinetic assay; higher % means a stronger effect. 220,000 compounds, 0.42% hits;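 active = primary inhibition above the hit cutoff, then over 50% inhibition at one or more dose response concentrations, cut at about 23% in these data, passing the limit was not always enough; inconclusive = conflicting primary data, or primary hits not chosen for dose response; inactive = low primary inhibition, or under 50% at every dose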;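 note: plate controls were DMSO full reaction for no effect and no enzyme background for full effect; strong numbers were not always called active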
Dynein cargo inh cytoplasmic EGFP: recorded beside Dynein cargo inh, whose call it bears; z-score; measured here: cytoplasmic GR-EGFP intensity; hits give high values
Dynein cargo inh nuclear GR-EGFP: also measured in Dynein cargo inh; calls as there; z-score; measured here: nuclear GR-EGFP intensity;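 lower value marks the stronger effect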
Dynein cargo inh cell count: recorded beside Dynein cargo inh, whose call it bears; z-score; measured here: cell count per field
Starred values were filed as active, the others as inactive; u = inconclusive; x = not tested or not shown. Cut-off read from the data, not from the text of the source, unless noted: active = inhibition above about 50%; inactive = the rest.

SMILES	P. falciparum M17LAP	XIAP antagonists	LYP phosphatase	SIAH1 antagonists	AID2073	PMI inhibition	Dynein cargo inh	Dynein cargo inh cytoplasmic EGFP	Dynein cargo inh nuclear GR-EGFP	Dynein cargo inh cell count	PMI inhibitors	M1AAP inhibition
CC(=O)N1CCN(CCN=CC2=C(O)CC(C)(C)CC2=O)CC1	-10%	-1.1%	-6%	6%	-9%	-42%	-0.69	-0.23	-0.12	0.55	-18%	2%
O=[N+]([O-])c1cc(Cl)cc2c1nc(NCCO)c1ccccc12	11%	x	-2%	2%	10%	x	-0.0023	-0.23	-0.13	0.36	x	-1%
O=C(COc1cc(Cl)c(Cl)cc1Cl)Nc1cccc(O)c1	3%	x	-1%	5%	6%	x	-0.66	-0.76	-0.18	-0.66	x	9%
COc1ccccc1NC(=O)/C(=N/OCc1ccc(F)cc1)C(C)=O	12%	-16%	-6%	-6%	-9%	0%	-0.051	-0.25	-0.43	1	-9%	-1%
CN(C)C(=O)c1cnc(Sc2ncc(C(F)(F)F)cc2Cl)n1C	-4%	-9.4%	-6%	-4%	0%	-13%	-1.3	0.056	-0.36	0.31	-3%	4%
CCN1C(=O)c2cccc3c(NC(=O)c4ccccc4)ccc1c23	3%	-6.7%	1%	6%	8%	28%	-0.78	-0.27	-0.42	0.4	1%	7%
Cc1cc(SCNC(=O)c2ccccc2)ncn1	3%	-3.7%	-2%	14%	-18%	-19%	-0.32	-0.19	0.11	0.53	-3%	0%
CN(C)C(=O)CSc1cccc2cccnc12	-6%	1.1%	-9%	-12%	-1%	-2%	-0.34	-0.084	0.16	2.1	5%	9%
CCC(CC)C(=O)N=C1SC2CS(=O)(=O)CC2N1CCc1ccc(OC)c(OC)c1 (stereo unspecified)	12%	x	-6%	13%	2%	x	0.4	-0.25	0.1	-0.2	x	0%
Cc1c(Cl)cnc(NC(=O)COC(=O)C(NC(=O)c2ccco2)C(C)C)c1Cl (stereo unspecified)	11%	2.5%	-7%	-2%	14%	2%	0.48	-0.19	0.75	-0.58	10%	15%
CC(C)COC(=O)C(C)Nc1n[nH]c(=S)[nH]c1=O (stereo unspecified)	15%	0.8%	-5%	2%	-3%	x	0.3	-0.17	0.14	-0.64	x	9%
CCOC(=O)C1(CCc2ccccc2)CCN(C(=O)CN2CCOC2=O)CC1	-2%	-5.4%	-10%	-2%	-13%	5%	1.3	-0.13	1.3	-1.3	0%	1%
COC(=O)N/N=C\c1c(C)[nH]n(-c2ccccc2)c1=O	-2%	-2.0%	-7%	5%	-9%	33%	2.1	-0.24	0.98	-0.87	24%	1%
O=C(O)c1ccc(N2C(=O)CC(SC(=NCc3ccc4c(c3)OCO4)Nc3ccccc3)C2=O)cc1 (stereo unspecified)	-2%	x	7%	1%	u	x	-0.093	-0.22	0.39	0.8	x	9%
CCc1nnc(NC(=O)CSc2nnc(CNc3ccc(Cl)cc3)o2)s1	18%	-8.1%	-4%	1%	-8%	14%	-0.83	0.19	-0.046	0.24	9%	23%
O=C(O)COCC(=O)Nc1ccc2c(c1)CCC2	6%	-4.1%	-5%	4%	-1%	-1%	0.68	-0.17	0.51	-0.45	7%	0%
CC(C)NC(=O)/C(=N\O)c1ccccc1	-12%	-4.4%	-12%	1%	6%	7%	-0.88	-0.21	-1.1	-0.11	9%	-3%
CCOc1cc(N2CCOCC2)c(OCC)cc1NC(=O)CCS(=O)(=O)c1ccc(Cl)cc1	12%	-2.3%	1%	-4%	-5%	36%	0.24	-0.21	0.27	-0.0098	9%	20%
O=C(/C=C/c1ccccc1)N/C(=C/c1ccccc1)C(=O)Nc1ccc(C(=O)O)cc1	26%	-6.2%	3%	0%	1%	-3%	-0.57	-0.29	-0.54	1	1%	6%
Cn1c(-c2ccc(F)cc2)cnc1NCc1ccccc1	22%	-5.2%	3%	2%	-7%	6%	0.029	-0.26	0.35	-0.37	13%	5%

Ordered by formula weight (lowest first): part of the list above
SMILES	P. falciparum M17LAP	XIAP antagonists	LYP phosphatase	SIAH1 antagonists	AID2073	PMI inhibition	Dynein cargo inh	Dynein cargo inh cytoplasmic EGFP	Dynein cargo inh nuclear GR-EGFP	Dynein cargo inh cell count	PMI inhibitors	M1AAP inhibition
CC(C)NC(=O)/C(=N\O)c1ccccc1	-12%	-4.4%	-12%	1%	6%	7%	-0.88	-0.21	-1.1	-0.11	9%	-3%
O=C(O)COCC(=O)Nc1ccc2c(c1)CCC2	6%	-4.1%	-5%	4%	-1%	-1%	0.68	-0.17	0.51	-0.45	7%	0%
CC(C)COC(=O)C(C)Nc1n[nH]c(=S)[nH]c1=O (stereo unspecified)	15%	0.8%	-5%	2%	-3%	x	0.3	-0.17	0.14	-0.64	x	9%
COc1ccccc1NC(=O)/C(=N/OCc1ccc(F)cc1)C(C)=O	12%	-16%	-6%	-6%	-9%	0%	-0.051	-0.25	-0.43	1	-9%	-1%
CCOC(=O)C1(CCc2ccccc2)CCN(C(=O)CN2CCOC2=O)CC1	-2%	-5.4%	-10%	-2%	-13%	5%	1.3	-0.13	1.3	-1.3	0%	1%
CCc1nnc(NC(=O)CSc2nnc(CNc3ccc(Cl)cc3)o2)s1	18%	-8.1%	-4%	1%	-8%	14%	-0.83	0.19	-0.046	0.24	9%	23%
CCOc1cc(N2CCOCC2)c(OCC)cc1NC(=O)CCS(=O)(=O)c1ccc(Cl)cc1	12%	-2.3%	1%	-4%	-5%	36%	0.24	-0.21	0.27	-0.0098	9%	20%

The list goes on:
SMILES	P. falciparum M17LAP	XIAP antagonists	LYP phosphatase	SIAH1 antagonists	AID2073	PMI inhibition	Dynein cargo inh	Dynein cargo inh cytoplasmic EGFP	Dynein cargo inh nuclear GR-EGFP	Dynein cargo inh cell count	PMI inhibitors	M1AAP inhibition
COc1ccccc1-c1nnc(SC/C(O)=C(\C#N)c2nc3ccccc3[nH]2)n1C1CCCCC1	16%	-12%	5%	-13%	-13%	18%	-0.88	-0.18	0.073	0.74	5%	52µM*
CCn1c(=O)cc(SCC(=O)N2CCN(c3ccccc3F)CC2)c2ccccc21	4%	-4.7%	-4%	-7%	4%	7%	-0.1	-0.22	0.063	0.22	7%	17%
COCCn1c(SCC(=O)Nc2cccc(S(N)(=O)=O)c2)nc2ccccc21	8%	-1.0%	-5%	-1%	-2%	3%	0.44	-0.0024	-0.081	0.092	3%	-1%
CN(C)C(=O)c1ccc(Oc2ccc(C(=O)N(C)C)cc2)cc1	-11%	2.8%	5%	4%	-12%	2%	-0.92	0.0074	-0.43	0.48	3%	5%
COc1cccc(-c2csc(N3CCN(CC(=O)NNC(=O)c4ccc(Cl)cc4)CC3)n2)c1	9%	-6.0%	-5%	3%	-22%	14%	0.92	-0.18	0.5	-0.7	10%	2%
COc1ccc(-n2c(Cc3cccn3C)nnc2SCC(=O)Nc2ccc(C)c(Cl)c2)cc1	4%	-6.6%	13%	0%	6%	20%	-0.26	-0.17	0.15	0.21	19%	11%
COc1ccc(-c2[nH]c(-c3ccc(C)cc3)nc2SCC(=O)Nc2nccs2)cc1	5%	-4.1%	3%	1%	-11%	17%	-0.08	-0.26	0.37	0.43	19%	6%
Nc1cccc(-c2nc3ccc(N)cc3s2)c1	-312%	-6.2%	-30%	1%	u	17%	0.21	-0.18	0.5	-0.4	5%	8%
O=C(Nc1cc(Sc2ccccn2)cc([N+](=O)[O-])c1)c1cccc(F)c1	-4%	-6.2%	1%	-4%	2%	21%	-0.44	-0.21	-0.13	1.4	21%	6%
CCOC(=O)c1cc(-c2ccccc2)sc1NC(=O)c1ccc(OC)cc1	1%	-6.1%	-1%	5%	8%	33%	-0.36	-0.2	-0.27	0.27	68%*	-1%
Cc1ccc2cccc(Oc3cnccn3)c2n1	2%	0.9%	-5%	0%	-6%	18%	0.034	-0.19	0.34	-0.32	3%	-2%
CSc1nc(-c2ccccc2)c(-c2ccccc2)[nH]1	-5%	-4.1%	-9%	-6%	14%	-9%	1.4	0.86	1.3	-0.011	-11%	-1%
CC1CCc2c(sc3ncn(N)c(=N)c23)C1 (stereo unspecified)	3%	x	-1%	-2%	5%	x	-0.23	2.3	0.42	-0.83	x	-7%
COc1cc(C(=O)NC(=S)Nc2ccc(NC(=O)c3ccco3)cc2)cc(OC)c1OC	2%	1.2%	-3%	-6%	0%	12%	-0.089	-0.21	0.096	0.45	9%	13%
O=c1cc(-c2ccccc2)n(S(=O)(=O)c2ccccc2)o1	-3%	-11%	-3%	6%	3%	-21%	-0.35	-0.19	0.0038	1	-6%	3%
CCNc1ccc(S(=O)(=O)C(F)(F)F)cc1NC(=O)C12CCC(CC1)C2	12%	-7.9%	-5%	10%	7%	9%	0.66	-0.12	0.44	0.93	4%	5%
O=C(CCCOc1ccc(Cl)cc1Cl)NCC1CCCO1 (stereo unspecified)	12%	-1.7%	-1%	2%	u	-2%	0.84	-0.25	0.44	0.12	-2%	9%
OCCC1CN(Cc2ccncc2)CCN1C1CCCC1 (stereo unspecified)	-1%	-2.6%	-3%	1%	12%	16%	0.57	-0.29	0.058	0.12	2%	6%
CC(C)(C)c1ccc(-c2nc(NCc3cccnc3)c3ccccc3n2)cc1	0%	-4.8%	6%	-5%	12%	4%	0.86	-0.25	0.43	-0.1	5%	6%
Cn1nc([N+](=O)[O-])nc1Oc1ccc(C(C)(C)C)cc1	-1%	-3.3%	3%	-3%	-3%	4%	-0.78	-0.034	-0.13	1.7	4%	13%
Cc1cccn2c(=O)c(C=NCCO)c(NCc3ccco3)nc12	4%	-3.7%	-7%	4%	2%	0%	1.2	0.41	1.7	-0.9	3%	9%
FC(F)(F)c1cnc(COc2cc(Cl)cc(Cl)c2)c(Cl)c1	-8%	x	-10%	-7%	1%	x	0.22	-0.25	-0.016	0.63	x	-9%
